Vif-APOBEC3G blk: qHTS for Inhibitors of Vif-A3G Interactions: qHTS; DNA dC->dU-editing enzyme APOBEC-3G (Homo sapiens), Q9HC16; HeLa A3G-eYFP + Vif (tagged APOBEC3G with the HIV-1 protein that degrades it), YFP fluorescence, overnight; hit rate 0.076% among 410,000; Potency, µM (top dose mostly 46.1 µM), without a hit: at the top dose activity, negative = active, actives largely listed as inhibitors; AID 602310, 2012;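 also: potency is read from the fitted curve at half-maximal effect; % is scaled to controls: 0 for no effect and ±100 for the full control effect; nearly all actives have a fitted effect of over 60% in size; hits raise eYFP signal because A3G escapes Vif-driven loss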
Target sequence (Q9HC16 whole entry, looked up): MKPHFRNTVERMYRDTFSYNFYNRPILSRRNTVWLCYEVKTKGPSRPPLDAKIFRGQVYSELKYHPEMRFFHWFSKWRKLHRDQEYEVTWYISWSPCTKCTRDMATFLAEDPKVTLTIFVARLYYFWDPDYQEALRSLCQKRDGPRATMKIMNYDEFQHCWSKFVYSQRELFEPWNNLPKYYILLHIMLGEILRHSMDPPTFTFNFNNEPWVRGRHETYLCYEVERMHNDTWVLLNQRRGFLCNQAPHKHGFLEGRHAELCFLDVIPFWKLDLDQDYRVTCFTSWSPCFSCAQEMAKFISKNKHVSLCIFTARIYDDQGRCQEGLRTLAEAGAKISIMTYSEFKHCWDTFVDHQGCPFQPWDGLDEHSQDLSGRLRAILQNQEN
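HeLa cells stably expressing Vif and C-terminally eYFP-tagged A3G, seeded overnight at 37 deg C, then exposed to compound by pintool overnight at 37 deg C. Rise in yellow fluorescence (Ex 488/Em 500-530, Acumen) marks blocked Vif-driven A3G degradation.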
TrxR1 substrate: qHTS Assay for Substrates of Mammalian Selenoprotein Thioredoxin Reductase 1 (TrxR1): qHTS; hit rate 0.01% among 390,000; purified TrxR1 substrate turnover, NADPH consumption readout; Potency, µM (titrated, usually from 114 µM), for the others: top-dose activity change, negative = substrate turnover; AID 588456, 2011; Thioredoxin reductase 1, cytoplasmic (Rattus norvegicus), O89049; also: potency is read from the fitted curve at half-maximal effect; % is scaled to controls: 0 for no effect and ±100 for the full control effect; nearly all actives have a fitted effect of over 50% in size
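Rat TrxR1, dispensed at 90 nM, was prereduced with 400 uM NADPH (final) for 5 min at ~22 deg C, then incubated with compound 15 min before 400 uM selenite. A first-read NADPH fluorescence drop versus no-compound background flagged substrates.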
RGS4 inhibitor: Inhibitors of Regulator of G Protein Signaling (RGS) 4: qHTS; hit rate 0.039% among 390,000; Potency, µM (doses to about 114 µM), for the others: top-dose activity change, negative = inhibition, most hits filed as inhibitors; Transcreener GDP fluorescence polarization, RGS4-accelerated GTP hydrolysis; AID 504845, 2011; Regulator of G-protein signaling 4 (Homo sapiens), P49798; also: potency is read from the fitted curve at half-maximal effect; % is scaled to controls: 0 for no effect and ±100 for the full control effect; nearly all actives have a fitted effect of over 75% in size; some results filed as inactive show a strong effect at the top dose
Target sequence (P49798 whole entry, looked up): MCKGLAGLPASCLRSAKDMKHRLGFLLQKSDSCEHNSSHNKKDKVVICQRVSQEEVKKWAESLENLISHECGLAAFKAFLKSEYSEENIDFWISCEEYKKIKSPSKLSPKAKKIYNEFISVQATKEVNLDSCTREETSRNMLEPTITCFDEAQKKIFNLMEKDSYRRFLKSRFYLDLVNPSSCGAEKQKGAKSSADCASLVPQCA
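MLSMR compounds (23 nl, pin-transferred) preincubated 10 min at room temperature with a 500nM (2x) first reagent, then RGS4 at 900nM (2x) plus Transcreener GDP mix added; fluorescence polarization (620/688 nm) read before and after 90 min at 30 °C.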
rTrxR1 inhibitor: qHTS Assay for Inhibitors of Mammalian Selenoprotein Thioredoxin Reductase 1 (TrxR1): qHTS; recombinant rTrxR1, NADPH fluorescence consumption, selenite substrate; Thioredoxin reductase 1, cytoplasmic (Rattus norvegicus), O89049; Potency, µM (titrated, usually from 114 µM), inactives show top-dose activity change, negative = inhibition, hits mostly inhibitors; hit rate 1% among 390,000; AID 588453, 2011; also: potency is read from the fitted curve at half-maximal effect; % is scaled to controls: 0 for no effect and ±100 for the full control effect; nearly all actives have a fitted effect of over 65% in size
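Rat TrxR1 (90 nM in the dispensed reagent) was pre-reduced with 400 uM NADPH for 5 min at room temperature, then incubated with compound for 15 min. After 400 uM selenite was added, NADPH fluorescence (Ex 340/Em 450 nm) was followed for 8 min.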
LDHA inh: qHTS assay for inhibitors of human lactate dehydrogenase; L-lactate dehydrogenase A chain (Homo sapiens), P00338; purified LDHA, NADH/diaphorase-resazurin fluorescence; stronger effect = lower value; activity change, % (values are at about 110 or 230 µM); hit rate 0.15% among 480,000; in the data active = activity change below about -30%; inconclusive = mostly about -25% to -30%;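 also: plate controls were DMSO wells for no effect and wells without enzyme for full effect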
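Human LDH5 at 2 nM final in Tris HCl pH 7.4 with 0.06 mM NADH and 0.2 mM pyruvate, reacted 5 minutes at room temperature. Remaining NADH coupled via diaphorase/resazurin; resorufin fluorescence read at 0 and 20 minutes, normalized to enzyme-free and DMSO wells.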
Vif-A3F inh: qHTS for Inhibitors of Vif-A3F Interactions: qHTS | HeLa A3F-eYFP + Vif (tagged APOBEC3F with the HIV-1 protein that degrades it), YFP fluorescence increase | Potency, µM (doses to about 46.1 µM), inactives show top-dose activity, negative = active | hit rate 0.2% among 390,000 | AID 602313, 2012; also: potency is read from the fitted curve at half-maximal effect; % of control where 0% means no effect; nearly all actives have a fitted effect of over 65% in size
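Fluorescence increase (Ex 488/Em 500-530) after overnight compound treatment at 37 deg C flags inhibition of Vif-driven A3F-eYFP loss in stable HeLa A3F-eYFP/Vif cells seeded overnight beforehand.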
mIDH1 inhibitor: qHTS for Inhibitors of mutant isocitrate dehydrogenase 1 (IDH1): qHTS. hit rate 0.093% among 390,000. IDH1-R132H enzyme, NADPH consumption, diaphorase/resazurin fluorescence. AID 602179, 2012. Potency, µM (top dose mostly 76.6 µM), for inactives: at the top dose activity change, negative = inhibition, most hits filed as inhibitors; also: potency is read from the fitted curve at half-maximal effect; % is scaled to controls: 0 for no effect and ±100 for the full control effect; nearly all actives have a fitted effect of over 65% in size
Target sequence (O75874 whole entry R132H, stated change not applied): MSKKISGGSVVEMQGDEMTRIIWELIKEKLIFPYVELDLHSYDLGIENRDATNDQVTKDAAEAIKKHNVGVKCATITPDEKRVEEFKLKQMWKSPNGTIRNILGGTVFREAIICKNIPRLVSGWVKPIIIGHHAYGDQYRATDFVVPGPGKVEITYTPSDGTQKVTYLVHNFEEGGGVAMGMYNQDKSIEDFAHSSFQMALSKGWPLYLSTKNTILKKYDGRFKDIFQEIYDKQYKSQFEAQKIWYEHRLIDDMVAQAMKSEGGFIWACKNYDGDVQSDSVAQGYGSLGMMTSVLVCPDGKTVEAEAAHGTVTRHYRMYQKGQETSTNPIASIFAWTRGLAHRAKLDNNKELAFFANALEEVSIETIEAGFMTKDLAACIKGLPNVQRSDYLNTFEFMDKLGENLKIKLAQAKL
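IDH1-R132H (0.5 ug/mL) preincubated 30 min with compound, then NADPH (0.016 mM) and alpha-KG (2 mM) added; 80 min at RT, pH 7.5. Remaining NADPH coupled via diaphorase/resazurin to fluorescence (540/590 nm); concentration-response curves normalized to no-enzyme control.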
USP1-UAF1 inh: Inhibitors of USP1/UAF1: Primary Screen; AID 743255, 2014; recombinant USP1/UAF1, Ub-Rhodamine cleavage fluorescence; hit rate 0.23% among 390,000; Potency, µM (top dose mostly 57.1 µM), for the others: at the highest dose activity change, negative = inhibition, actives largely listed as inhibitors; also: potency is read from the fitted curve at half-maximal effect; % is scaled to controls: 0 for no effect and ±100 for the full control effect; nearly all actives have a fitted effect of over 60% in size; inactives centre near -12
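In this screen, compounds sit with the deubiquitinase complex (1nM) for 15 min at room temperature before Ub-Rho is added at 150nM final. Fluorescence rise is then followed for 6 reads every 60 seconds.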
GRP78 ERSR act: qHTS for Inducers of the Endoplasmic Reticulum Stress Response (ERSR) in Human Glioma: qHTS; U87-MG GRP78 promoter luciferase reporter, 16 h; Potency, µM, for the others: top-dose activation, usual class: activators; hit rate 0.02% among 420,000; AID 602332, 2012; also: potency is read from the fitted curve at half-maximal effect; series mostly up to about 76 µM; % of control where 0% means no effect; nearly all actives have a fitted effect of over 35% in size
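Stably transfected U87-MG glioma cells carrying a GRP78-based luciferase sensor; 16 h compound incubation. Luminescence end-point read 10 min after Bright-Glo addition at room temperature.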
Starred values were filed as active, the others as inactive; ? = inconclusive; & = joins results of further samples; [ ] = remark or other dose. Unless noted, calls follow the shape of the dose curve; as a rule, active = well fitted curve in the direction sought with a large enough effect; inconclusive = small, poorly fitted or top-dose-only effect, or another doubt; inactive = no such curve, though single readings can be large; an effect the other way counts as inactive or inconclusive. The list is partial (hit frequency here may not be typical).

The line under a structure holds: Vif-APOBEC3G blk	TrxR1 substrate	RGS4 inhibitor	rTrxR1 inhibitor	LDHA inh	Vif-A3F inh	mIDH1 inhibitor	USP1-UAF1 inh	GRP78 ERSR act
CCn1cnc2c([N+](=O)[O-])c(NS(=O)(=O)c3ccc(C)cc3)ccc21
 : 1%	5%[57.1 µM]	-10%	6%[57.1 µM]	-4	0%	-6%	-24%	-3%
Cc1ccc(N(C)C(=O)N2CCN(S(=O)(=O)c3ccc(C)c(C)c3)CC2)cc1
 : -2%	-4%[57.1 µM]	-12%	12%	2	2%	5%	-17%	-1%
O=S(=O)(c1ccc(OCC(O)CNCc2ccco2)c(Cl)c1)N1CCOCC1 (stereo not given)
 : -11%	1%	5%	4%	0	-3%	2%	1%	-3%
COc1ccc([N+](=O)[O-])cc1NC(=O)C1(c2ccccc2)CCOCC1
 : -3%	-8%	-12%	15%[57.1 µM]	-2	13%	-1%	-21%	-3%
COc1cc(C#N)ccc1OC(=O)c1cccc(S(=O)(=O)N2CCN(C)CC2)c1
 : 0%	0%	28%	-1%	-1	-1%	-2%	-1%	-2%
O=C(NC1CCCCC1)c1ccc(CNc2ccccc2)o1
 : 2%	0%	20%	-17%	-1	-1%	18%	0%	-4%
c1cc(CCCc2ccncc2)ccn1
 : -1%	-2%	-2%	9%	-7	0%	-5%	-8%	-1%
c1ccc(-n2cnc3cc(NCc4ccccn4)ccc32)cc1
 : 0%	6%	-37%	7%	16	-2%	-4%	-21%	-2%
CCOc1ccc(CCNC(=O)c2cc3c(=O)oc4ccc(C)cc4c3s2)cc1OCC
 : -1%	4%	19%	29%	-8	0%	-7%	?	5%
Cc1cc(NC(=O)c2oc3ccccc3c2C)ccc1-n1cnnn1
 : -1%	11%	-40%	-7%	-2	0%	33%[activator]	-2%	3%
COc1ccc(Cl)cc1NC(=O)CSc1nnc(Cn2c(=O)sc3ccccc32)n1C
 : 0%	-2%	-11%	28%	-2	-1%	3%	-14%	-2%
CCc1ccc(NC(=O)COC(=O)c2ccc(Cl)c(S(=O)(=O)N3CCCCCC3)c2)cc1
 : 0%	-5%	-50%	10%	1	3%	-2%	3%	-2%
Cc1nnc(NC(=O)CSc2ncn(-c3ccccc3)n2)s1
 : -1%	0%[57.1 µM]	-7%	10%[57.1 µM]	-10	2%	11%	?	5%
CNC(=O)c1[nH]cnc1C(=O)N[C@@H](CCCCNC(=O)OC(C)(C)C)C(=O)OC(C)(C)C
 : 0%	-5%	7%	4%	-4	3%	0%	-12%	-1%
O=C(COC(=O)c1ccccc1OCc1ccc(F)cc1)NCC1CCCO1 (stereo not given)
 : 0%	3%	23%	18%	-11	2%	14%	-11%	-2%
CCCCN(C)C(=O)Cn1c(=O)oc2cc(S(=O)(=O)N3CC(C)CC(C)C3)ccc21 (stereo not given)
 : 4%	-10%	20%	-8%	-8	-6%	-9%	3%	1%
Cc1ccccc1N1CCN(S(=O)(=O)c2ccccc2)CC1
 : -2%	1%&1%	-4%&-26%	14%&25%	1&-1	12%	3%	-24%&-9%	-3%
COC(=O)c1ccc(Cl)cc1NC(=O)N1CC=C(c2c[nH]c3ccccc23)CC1
 : ?	7%	-28%	7%	-6	22µM*	2%	?	-3%
CCN(CC1CCCN(CCc2cccc(OC)c2)C1)C(=O)c1ccoc1C (stereo not given)
 : 3%	-1%	-7%	4%	-7	-6%	3%	-13%	-4%
O=C(Nc1cccc(F)c1)c1cccnc1NCCc1ccccc1
 : 0%	12%	20%	4%	-3	-13%	-4%	-13%	-1%
C=CCSc1nnc(-c2ccccc2NC(C)=O)c(=O)[nH]1
 : 3%	13%[57.1 µM]	-17%	2%[57.1 µM]	-3	2%	11%	-14%	7%
CCOc1ccc2[nH]c(=O)c(CN(CC3COCCO3)C(=O)c3ccco3)cc2c1 (stereo not given)
 : 0%	43%[57.1 µM]	20%	22%[57.1 µM]	-4	1%	2%	4%	-6%
O=C(CNC(=O)c1ccco1)Nc1ccc(F)c(Cl)c1
 : 1%	-4%	-26%	7%	-3	4%	-3%	-7%	-4%
COc1cccc(/C=N/NC(=O)CN(C)S(=O)(=O)c2ccccc2)c1OC
 : -3%	34%	5%	17%	-8	5%	0%	-11%	6%
Cc1cc2cc(CCNC(=O)c3ccc(S(=O)(=O)N4CCCC4)cc3)c(=O)[nH]c2cc1C
 : -8%	2%	-49%	-5%	19	-20%	6%	-11%	-6%
COc1ccccc1CCC(=O)OCC(=O)NCc1ccc(OC)c(OC)c1
 : -4%	-6%[57.1 µM]	-17%	7%[57.1 µM]	-4	-10%	1%	-19%	-3%
CC(NS(=O)(=O)c1ccc(Cl)cc1)C(=O)NCCC1=CCCCC1 (stereo not given)
 : 0%	-18%[57.1 µM]	-43%	15%[57.1 µM]	4	-8%	7%	-9%	-5%
C=CCN(CC=C)S(=O)(=O)c1ccc(NC(=S)NC(=O)/C=C/c2ccc(C)cc2)cc1
 : -1%	-5%[57.1 µM]	2%	-5%[57.1 µM]	-7	8%	3%	5%	-5%
CCOc1c(CNCCNC(=O)c2nonc2N)cccc1OC
 : 0%	7%	-1%	15%	-1	1%	-4%	3%	-2%
O=C(NCCc1csc(-c2cccc(F)c2)n1)c1cccs1
 : -2%	-13%[57.1 µM]	-14%	-20%[57.1 µM]	-2	4%	20%	-33%	-3%
COc1ccccc1C(=O)Nc1cccc2c1CCCC2
 : 2%	0%[57.1 µM]	6%	13%[57.1 µM]	-9	5%	5%	-6%	0%
CCOC(=O)c1c2ccc(OCC(=O)NN)cc2n2ccccc12
 : 4%	46%[activator]	-25%	26%	11	6%	21%	?	0%
CCOC(=O)CNC(=O)CSc1ncnc2c1cnn2-c1ccccc1
 : 1%	0%	-20%	-2%	-7	-10%	-8%	-23%	-18%
O=S(=O)(NC1c2cccc3cccc(c23)C1N1CCNCC1)c1ccc(Cl)cc1 (stereo not given)
 : 3%	13%[57.1 µM]	-22%	21%[57.1 µM]	-9	-8%	-1%	-22%	-4%
CC1(C(=O)O)COC(c2ccc(Cl)cc2)OC1 (stereo not given)
 : -3%	4%	-16%	15%	-4	-1%	-1%	-15%	-4%
C[C@@]12C(=O)Nc3ccc(Cl)cc3C(=O)N1[C@H]1c3ccccc3OC[C@@H]1[C@@H]2c1ccccc1
 : -1%	10%[57.1 µM]	17%	40%[activator][57.1 µM]	-1	6%	-24%	-19%	-2%
Cc1ccc2c(CN3CCN(S(=O)(=O)c4ccccc4C(F)(F)F)CC3)cc(=O)oc2c1C
 : -1%	-1%	14%	16%	-3	-18%	5%	-4%	-1%
CC(=O)Nc1ccc(C(=O)N/N=C(\C)CC(=O)Nc2ccc(OCc3ccccc3)cc2)cc1
 : -11%	-4%	-18%	?	-5	0%	-6%	-25%	-4%
CCOc1ccc(-c2nnc(SCc3nc4ccccc4[nH]3)n2N)cc1
 : 2%	-1%	-36%	-15%	-2	-4%	-1%	-1%	8%
O=C(O)CN1C(=O)/C(=C\c2ccccc2OCc2ccc(Cl)cc2)SC1=S
 : 2%	2%[57.1 µM]	?	20%[57.1 µM]	-6	0%	-10%	?	5%
Cc1c(C(=O)OC2CCCCCC2)[nH]c2c1C(=O)CC(c1ccccc1)C2 (stereo not given)
 : -2%	-6%	16%	1%	-6	?	-15%	12%	-2%
CCC(C)(C)NC(=O)CN(C(=O)c1snc(C(N)=O)c1N)c1ccc2c(c1)OCO2
 : -7%	6%	?	7%	7	0%	25%	-12%	-2%
Cc1cc(C(=O)N2CCN(c3ccccc3F)CC2)c2c(C)nn(-c3ccccc3)c2n1
 : 2%	8%	-12%	36%	0	4%	-3%	?	-5%
CC(=O)c1ccc(Nc2cc(C)nc3nc(C)nn23)cc1
 : -2%	5%[57.1 µM]	11%	13%[57.1 µM]	-1	1%	10%	-8%	-5%
COC(=O)c1cc(S(=O)(=O)NCc2cc(OC)c(OC)c(OC)c2)cn1C
 : 4%	5%	13%	20%	1	1%	-5%	-25%	-1%
COc1ccc(Cc2nnc3n2N=C(c2cc4ccccc4o2)CS3)cc1OC
 : ?	-1%	-20%	-2%	-14	2%	-1%	-4%	-2%
